Screening data deposited in PubChem BioAssay by Broad Institute.
U2OS ROS induce = raises reactive oxygen species in U2OS cancer cells | U2OS ROS induction, H2DCF-DA fluorescence | 46,000 tested, 2% active | ROS induction (% of piperlongumine), % at 10 µM; in the data active = ROS induction above about 79%, passing the limit was not always enough; inconclusive = no clear call, values can overlap the other calls;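 also: 0% = DMSO vehicle median and 100% = reference compound median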
Starred values were filed as active, the others as inactive; ? = inconclusive. Only part of the results is shown (hit frequency here may not be typical).

SMILES	U2OS ROS induce
C[C@H]1CN([C@@H](C)CO)C(=O)c2cc(NC(=O)Nc3ccc(F)cc3)ccc2O[C@@H]1CN(C)Cc1ccc(C(=O)O)cc1	2
c1cc(-c2nn[nH]n2)ccc1OCc1nn[nH]n1	-10
CN(Cc1ccccc1)C(=S)NC(=O)c1ccccc1	-7
O=C(NO)c1cccc(C(=O)N/N=C/c2ccc(Br)cc2)c1	-9
C[C@@H]1CN([C@@H](C)CO)C(=O)c2cc(N(C)C)ccc2O[C@@H]1CN(C)Cc1ccc(-c2ccccc2)cc1	-2
CC(C)NC(=O)N(C)C[C@H]1Oc2ccc(NC(=O)C3CCCCC3)cc2C(=O)N([C@@H](C)CO)C[C@H]1C	-5
Cc1cc(C)nc(NS(=O)(=O)c2ccc(-n3c(-c4ccc5ccccc5n4)n[nH]c3=S)cc2)n1	-2
Cc1ccc(/C=C/c2onc3c(=O)[nH]nc(C)c23)cc1	119*
CC1CCCCN1S(=O)(=O)c1ccc(C(=O)Nc2cccc(-c3nc4ccccc4[nH]3)c2)cc1 (stereo unspecified)	204*
C[C@H]1CN([C@@H](C)CO)C(=O)c2cc(NC(=O)Cn3cnnn3)ccc2O[C@@H]1CN(C)Cc1ccc(-c2ccccc2)cc1	-16
C[C@H](CO)N1C[C@H](C)[C@H](CN(C)Cc2ccc(Oc3ccccc3)cc2)Oc2c(NC(=O)Nc3ccc(F)cc3)cccc2C1=O	12
O=C(CSc1n[nH]c(-c2ccc(Cl)cc2)n1)Nc1cccc(C(F)(F)F)c1	-2
Cc1noc(C)c1NC(=O)N(C)C[C@@H]1Oc2c(NC(=O)C3CC3)cccc2C(=O)N([C@H](C)CO)C[C@@H]1C	-8
O=C(NCc1ccco1)NC(=O)c1ccc(-c2csnn2)cc1	-8
Cc1cc(Cl)ccc1OCC(=O)Nc1cccc(NC(=O)c2ccccc2C)c1	8
CCOC(Cn1c2ccccc2c2ccccc21)OCC	8
Cc1noc(C)c1S(=O)(=O)Nc1ccc2c(c1)C(=O)N([C@@H](C)CO)C[C@H](C)[C@@H](CN(C)C(=O)Nc1cccc3ccccc13)O2	?
COc1ccc(NC(=O)N(C)C[C@H]2OCc3cnnn3CCCC(=O)N([C@H](C)CO)C[C@@H]2C)cc1	13
CCOC(=O)CSc1nc2ccccc2c(=O)n1CCN1CCOCC1	-2
CN(C)C(=S)NC(Cc1ccccc1)c1ccccc1 (stereo unspecified)	0
C[C@H](CO)N1C[C@H](C)[C@H](CN(C)C(=O)NC2CCCCC2)Oc2ccc(NC(=O)CCCCCC(=O)Nc3ccccc3N)cc2CC1=O	-4
C[C@H](CO)N1C[C@H](C)[C@H](CN(C)S(=O)(=O)c2ccc(Cl)cc2)Oc2ccc(NS(=O)(=O)c3cn(C)cn3)cc2C1=O	-12
COc1ccc(NC(=O)COc2c(Cl)c(C)c(Cl)c(C)c2Cl)c([N+](=O)[O-])c1	-9
COc1cc(O)c(C(=O)CCc2ccc(OC)c(OC)c2)c(OC)c1	22
COc1ccc(OC)c(NC(=O)CSc2nc(-c3ccccc3)nc3c2COC(C)(C)C3)c1	77*
COc1ccc(NC(=O)Nc2ccc3c(c2)CC(=O)N([C@H](C)CO)C[C@@H](C)[C@H](CN(C)S(=O)(=O)c2cccs2)O3)cc1	-9
C[C@H](CO)N1C[C@H](C)[C@@H](CN(C)S(C)(=O)=O)Oc2c(NC(=O)C3CC3)cccc2C1=O	-5
N=c1ccccn1CC(O)COc1ccccc1 (stereo unspecified)	0
Cc1ccc(S(=O)(=O)N(C)CC(=O)Nc2ccc(C(N)=O)cc2)cc1	-6
C[C@@H]1CN([C@@H](C)CO)C(=O)Cc2cc(NC(=O)Nc3ccc(C(F)(F)F)cc3)ccc2O[C@@H]1CN(C)C(=O)Nc1ccccc1	7
Cc1ccc(S(=O)(=O)Nc2ccc3c(c2)CC(=O)N([C@H](C)CO)C[C@H](C)[C@H](CN(C)Cc2ccncc2)O3)cc1	-3
Cn1nc(C(C)(C)C)cc1C(=O)NC1CCCCNC1=O (stereo unspecified)	-7
Cc1noc(C)c1NC(=O)Nc1cccc2c1O[C@@H](CN(C)Cc1ccc(C(=O)Nc3ccccc3N)cc1)[C@H](C)CN([C@H](C)CO)C2=O	29
C[C@H]1CN([C@@H](C)CO)C(=O)c2cc(NC(=O)CCCN(C)C)ccc2O[C@H]1CN(C)S(=O)(=O)c1ccc(F)cc1	-7
Cc1ccc(COc2ccc(I)cc2)cc1	-7
Cc1ccc(C)n1-c1nn(S(=O)(=O)c2cccc(C(F)(F)F)c2)c2cccc(F)c12	3
COc1ccc(NC(=O)Nc2cccc3c2O[C@H](CN(C)S(=O)(=O)c2cn(C)cn2)[C@@H](C)CN([C@H](C)CO)C3=O)cc1	-17
O=C(O)CSc1nc2cc(F)c(F)cc2[nH]1	-3
O=C(CSc1nc2ccccc2nc1N1CCOCC1)NCc1ccc2c(c1)OCO2	46
Nc1ccc(S(=O)(=O)c2ccc(N)cc2)cc1	-6

Rewritten bar-delimited: entries from further up
molecule | U2OS ROS induce
Cc1cc(Cl)ccc1OCC(=O)Nc1cccc(NC(=O)c2ccccc2C)c1 | 8
CCOC(Cn1c2ccccc2c2ccccc21)OCC | 8
Cc1noc(C)c1S(=O)(=O)Nc1ccc2c(c1)C(=O)N([C@@H](C)CO)C[C@H](C)[C@@H](CN(C)C(=O)Nc1cccc3ccccc13)O2 | ?

Continuation:
SMILES	U2OS ROS induce
C[C@@H]1CN([C@H](C)CO)C(=O)Cc2cc(NC(=O)Nc3ccc(C(F)(F)F)cc3)ccc2O[C@@H]1CN(C)S(=O)(=O)c1cccs1	14
C[C@@H]1CCCCO[C@@H](CN(C)C(=O)C2CCCCC2)[C@@H](C)CN([C@H](C)CO)C(=O)c2cc(NC(=O)c3ccccc3)ccc2O1	?
C[C@@H]1CN([C@@H](C)CO)C(=O)Cc2cc(NC(=O)NC3CCCCC3)ccc2O[C@@H]1CN(C)S(=O)(=O)c1ccc(F)cc1	2
Cc1noc(C)c1S(=O)(=O)Nc1ccc2c(c1)C(=O)N([C@@H](C)CO)C[C@@H](C)[C@@H](CN(C)Cc1ccc(C(=O)Nc3ccccc3N)cc1)O2	2
COc1cc(NC(=O)CCCN2C(=O)c3ccccc3C2=O)cc(OC)c1	-6
COc1cccc(C2C(C(=O)O)c3ccccc3C(=O)N2C)c1 (stereo unspecified)	-17
Cc1noc(C)c1S(=O)(=O)Nc1ccc2c(c1)C(=O)N([C@H](C)CO)C[C@H](C)[C@H](CN(C)Cc1ccccc1)OCCCC[C@@H](C)O2	4
O=C(NC1CCCCNC1=O)c1cn(S(=O)(=O)c2ccccc2)c2ccccc12 (stereo unspecified)	0
Cc1noc(C)c1NC(=O)Nc1ccc2c(c1)C(=O)N([C@@H](C)CO)C[C@@H](C)[C@H](CN(C)C(=O)Nc1ccc(C(F)(F)F)cc1)O2	18
O=c1c2ccccc2nnn1CN1CCCCC1	38
Cc1noc(C)c1NC(=O)Nc1ccc2c(c1)C(=O)N([C@@H](C)CO)C[C@@H](C)[C@H](CN(C)C(=O)NC1CCCCC1)O2	-6
C[C@@H]1CN([C@@H](C)CO)C(=O)c2cc(NC(=O)Nc3ccc4c(c3)OCO4)ccc2O[C@@H]1CN(C)C(=O)Nc1ccc(C(F)(F)F)cc1	227*
CSc1cccc(NC(=S)Nc2cccc(SC)c2)c1	-7
Cc1noc(C)c1S(=O)(=O)Nc1cccc2c1O[C@H](CN(C)C(=O)Nc1cccc3ccccc13)[C@H](C)CN([C@@H](C)CO)C2=O	-6
C[C@@H]1CCCCO[C@H](CN(C)S(=O)(=O)c2ccc(F)cc2)[C@@H](C)CN([C@H](C)CO)C(=O)c2cc(NC(=O)NC3CCCCC3)ccc2O1	166*
Cc1noc(C)c1NC(=O)Nc1cccc2c1O[C@H](CN(C)C(=O)Nc1cccc3ccccc13)[C@H](C)CN([C@H](C)CO)C2=O	6
C[C@H]1CN([C@@H](C)CO)C(=O)Cc2cc(NC(=O)Cc3ccccc3)ccc2O[C@@H]1CN(C)CC1CC1	-5
CSc1ncc(Cl)c(C(=O)Nc2sc3c(c2C(=O)NCCc2ccccc2)CCC3)n1	5
C[C@@H]1CN([C@@H](C)CO)C(=O)c2cc(NC(=O)Nc3cccc4ccccc34)ccc2O[C@@H]1CN(C)C(=O)Nc1ccc2c(c1)OCO2	12
C[C@@H]1CN([C@@H](C)CO)C(=O)c2cccc(NS(=O)(=O)c3cccs3)c2O[C@@H]1CN(C)C(=O)Nc1ccc(C(F)(F)F)cc1	-7

An excerpt from above in order of length of the SMILES, descending.
SMILES	U2OS ROS induce
C[C@@H]1CN([C@@H](C)CO)C(=O)c2cc(NC(=O)Nc3ccc4c(c3)OCO4)ccc2O[C@@H]1CN(C)C(=O)Nc1ccc(C(F)(F)F)cc1	227*
C[C@@H]1CCCCO[C@@H](CN(C)C(=O)C2CCCCC2)[C@@H](C)CN([C@H](C)CO)C(=O)c2cc(NC(=O)c3ccccc3)ccc2O1	?
Cc1noc(C)c1NC(=O)Nc1ccc2c(c1)C(=O)N([C@@H](C)CO)C[C@@H](C)[C@H](CN(C)C(=O)NC1CCCCC1)O2	-6
C[C@H]1CN([C@@H](C)CO)C(=O)Cc2cc(NC(=O)Cc3ccccc3)ccc2O[C@@H]1CN(C)CC1CC1	-5
COc1cc(NC(=O)CCCN2C(=O)c3ccccc3C2=O)cc(OC)c1	-6

As a short view, some entries already given.
SMILES	U2OS ROS induce
CSc1ncc(Cl)c(C(=O)Nc2sc3c(c2C(=O)NCCc2ccccc2)CCC3)n1	5
C[C@@H]1CN([C@@H](C)CO)C(=O)c2cc(NC(=O)Nc3cccc4ccccc34)ccc2O[C@@H]1CN(C)C(=O)Nc1ccc2c(c1)OCO2	12
C[C@@H]1CN([C@@H](C)CO)C(=O)c2cccc(NS(=O)(=O)c3cccs3)c2O[C@@H]1CN(C)C(=O)Nc1ccc(C(F)(F)F)cc1	-7

Additional entries.
SMILES	U2OS ROS induce
COc1ccc(CN(C)C[C@H]2Oc3ccc(NC(=O)Cn4cnnn4)cc3C(=O)N([C@H](C)CO)C[C@H]2C)cc1	1
O=[N+]([O-])c1ccccc1C(c1c[nH]c2ccccc12)c1c[nH]c2ccccc12	-28
COC(=O)C1=C(C)N=C2SCCC(=O)N2C1c1ccccc1 (stereo unspecified)	7
CCc1ccc(NC(=O)c2cnn3ccccc23)cc1	32
COc1ccc(NC(=O)Nc2ccc3c(c2)CC(=O)N([C@H](C)CO)C[C@H](C)[C@H](CN(C)C(=O)Nc2cccc4ccccc24)O3)cc1	-4
COc1ccc(NC(=O)Nc2ccc3c(c2)C(=O)N([C@@H](C)CO)C[C@@H](C)[C@H](CN(C)C(=O)NC2CCCCC2)O3)cc1	15
O=C(CCCN1C(=O)c2ccccc2C1=O)Nc1ccc(Cl)c(C(F)(F)F)c1	-12
C[C@@H]1CN([C@@H](C)CO)C(=O)c2cc(NS(=O)(=O)c3ccccc3)ccc2O[C@H]1CN(C)Cc1ccc(C(=O)O)cc1	-5
Cc1cc(Cl)ccc1OC(C)C(=O)Nc1cc(C(=O)O)cc(C(=O)O)c1 (stereo unspecified)	-9
CNC[C@@H]1Oc2ccc(NC(=O)Nc3ccc(F)cc3)cc2C(=O)N([C@H](C)CO)C[C@@H]1C	-18
COc1ccc(S(=O)(=O)N(C)C[C@@H]2Oc3c(NC(=O)Nc4c(C)noc4C)cccc3C(=O)N([C@@H](C)CO)C[C@@H]2C)cc1	-10
COc1ccc(CN(C)C[C@@H]2Oc3ccc(NC(=O)Nc4ccc(OC)cc4)cc3CC(=O)N([C@H](C)CO)C[C@H]2C)cc1	-2
Cc1nnc(Nc2ccc(OCC(=O)N3CCN(c4ccccc4)CC3)cc2)c2ccccc12	-4
C[C@@H]1CN([C@@H](C)CO)C(=O)Cc2cc(NC(=O)CCC(F)(F)F)ccc2O[C@@H]1CN(C)Cc1ccc(C(F)(F)F)cc1	-4
C[C@@H]1CN([C@@H](C)CO)C(=O)CCCn2nncc2CO[C@H]1CN(C)C(=O)CCCN(C)C	-6
CCCCC/C=C\C/C=C\CCCCCCCC(=O)OC(CO)CO	12
COc1ccc(NC(=O)Nc2ccc3c(c2)C(=O)N([C@H](C)CO)C[C@H](C)[C@@H](CN(C)S(=O)(=O)c2cn(C)cn2)O3)cc1	-4
O=C(CCCCCCC(=O)Nc1ccccc1O)N/N=C/c1ccccc1Br	-10
C[C@@H]1CN([C@@H](C)CO)C(=O)c2cc(NC(=O)CCC(F)(F)F)ccc2O[C@H]1CN(C)Cc1ccc(-c2ccccc2)cc1	16
CC(C)NC(=O)N(C)C[C@H]1Oc2ccc(NC(=O)Cc3cn(C)c4ccccc34)cc2CC(=O)N([C@H](C)CO)C[C@H]1C	-7
C[C@@H]1CN([C@H](C)CO)C(=O)CCCn2nncc2CO[C@H]1CN(C)C(=O)Nc1ccc(C(C)(C)C)cc1	9
C[C@H](CO)N1C[C@H](C)[C@H](CN(C)C(=O)NC2CCCCC2)Oc2ccc(NC(=O)Nc3ccc4c(c3)OCO4)cc2C1=O	-13
COc1ccc(S(=O)(=O)Nc2ccc3c(c2)C(=O)N([C@H](C)CO)C[C@H](C)[C@@H](CN(C)Cc2ccccc2)O3)cc1	-3
CCOc1ccc(-n2c(SCC(=O)OC)nnc2-c2ccccc2)cc1	8
C=CCn1c(OCc2ccccc2)n[nH]c1=S	23
C[C@H]1CN([C@@H](C)CO)C(=O)c2cc(NC(=O)Cc3ccccc3)ccc2O[C@@H]1CN(C)Cc1ccc(Oc2ccccc2)cc1	190*
CC1CC(O)CC(C)(C)C1(O)/C=C/C(CO)O[C@@H]1O[C@H](CO)[C@@H](O)[C@H](O)[C@H]1O (stereo partly specified)	9
COc1ccc(C(=O)NCc2n[nH]c(=S)n2C)cc1OC	-7
COc1ccc2c(c1)C(C)CC(C)(C)N2C(=O)CSc1nnc(C)s1 (stereo unspecified)	4
Cc1ccc(-c2nn3c(C)nnc3c3ccccc23)cc1S(=O)(=O)NCc1ccco1	125*
CCOc1ccc(NC(=O)C2CC(=O)NC(N3CCN(C)CC3)=N2)cc1 (stereo unspecified)	-23
O=C(CSc1nnc(-c2ccco2)o1)Nc1sc2c(c1C(=O)Nc1ccccc1)CCCC2	20
O=C(Oc1c(CN2CCOCC2)cc(Cl)c2cccnc12)c1ccc([N+](=O)[O-])cc1	-13
Cn1ncc2c1ncn1nc(-c3ccccc3)nc21	-2
